Screens from PubChem BioAssay.
DT40 TDP1 CPT = DT40-hTDP1 cell growth loss with CPT; chicken DT40 Tdp1-/-;hTDP1 cells + 20 nM CPT, ATP luminescence, 48 h; Potency, µM (doses to about 46.2 µM), inactives show at the top dose activity change, negative = growth inhibition, usual class: inhibitors; 12% of 420,000 active; AID 686979; further: nearly all actives have a fitted effect of over 55% in size
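Cell growth measured by CellTiter-Glo luminescence after a minimum 48 h, 37 C compound exposure with 20 nM CPT in Tdp1-knockout DT40 cells stably expressing hTDP1, seeded 400/well; qHTS titration format.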
GCN5L2 inh = GCN5L2 (KAT2A) acetyltransferase inhibition. Q92830. GCN5L2 HAT assay, ThioGlo1 CoA-SH fluorescence. Potency, µM (titrated, usually from 58.9 µM), without a hit: at the top dose activity change, negative = inhibition, most hits filed as inhibitors. 0.21% of 390,000 active. AID 504327
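Titration-based screen in which CoA formation is detected via maleimide probe ThioGlo1 (50uM) turning fluorescent on thiol reaction; substrates H3(1-25) 75uM and acetyl-CoA 70uM, GCN5L2 20nM, 20 min incubation at room temperature.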
FEN1 inhibitor = human FEN1 inhibition; Recombinant FEN1 flap cleavage, fluorescence, 15 min; Potency, µM (top dose mostly 114 µM), inactives show at the top dose activity change, negative = inhibition, usual class: inhibitors; 0.35% of 390,000 active; AID 588795; further: nearly all actives have a fitted effect of over 65% in size
Target sequence (P39748 whole entry, looked up): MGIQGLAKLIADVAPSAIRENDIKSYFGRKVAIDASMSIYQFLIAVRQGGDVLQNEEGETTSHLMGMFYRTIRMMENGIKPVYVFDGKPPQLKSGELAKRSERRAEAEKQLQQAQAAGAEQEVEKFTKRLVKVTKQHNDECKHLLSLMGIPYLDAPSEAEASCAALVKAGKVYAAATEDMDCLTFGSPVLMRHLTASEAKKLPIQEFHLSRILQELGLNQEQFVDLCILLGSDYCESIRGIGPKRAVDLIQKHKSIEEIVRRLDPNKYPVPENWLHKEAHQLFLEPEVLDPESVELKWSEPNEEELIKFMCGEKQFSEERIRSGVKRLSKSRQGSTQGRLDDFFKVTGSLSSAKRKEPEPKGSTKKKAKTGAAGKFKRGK
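In this screen, 50 nM flap DNA substrate was added to 10 nM FEN1 pretreated with compound for 15 min at room temperature; cleavage was followed with reads at 0 and 15 min, and Hill fitting gave concentration–response parameters.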
Numbers without * were called inactive; ? = inconclusive; nt = no result given; & = joins results of further samples; [ ] = another dose, or the depositor's remark. The call rests on the fitted dose curve; in most records, active means well fitted curve in the direction sought with a large enough effect; inconclusive means small, poorly fitted or top-dose-only effect, or another doubt; inactive means no such curve, though single readings can be large; an effect the other way counts as inactive or inconclusive. On the % scale 0 is the no-effect control and ±100 the full control effect; potency means the concentration at half of the fitted maximal effect. Not all compounds are listed; count on the stated rates, not on these rows.

Value order – DT40 TDP1 CPT, GCN5L2 inh, FEN1 inhibitor
CCc1cc2c(NCc3ccco3)ncnc2s1
    18µM*, -6%, -3%
COc1cc(OC)cc(C(=O)OCC(=O)Nc2cccc(C(C)=O)c2)c1
    -3%, -10%, 3%
CC1(C(=O)NC2CCCCCCC2)CCC(=O)N1Cc1cccs1 (stereo unspecified)
    -28%, -2%[0.501 µM], -16%
CC(C)N(C(=S)Nc1cccc(S(=O)(=O)N(C)C)c1)c1ccccc1
    ?, -4%, 5%
Cc1ccc(-n2ncc(C#N)c2/N=C/N2CCN(C)CC2)cc1
    -21%, -14%, -3%
CCOc1ccc(NC(=O)c2oc3ccccc3c2NC(=O)C(C)Oc2ccccc2)cc1 (stereo unspecified)
    ?, -7%, 1%
COc1ccc(Cn2c(-c3ccc(C)cc3)c[n+]3ccccc23)cc1
    1µM*, -5%, -3%
O=[N+]([O-])c1ccc(NCc2ccc(Cl)cc2)nc1
    -2%, -9%, -12%
O=C(CSc1nnc(-c2cccnc2)n1CCc1ccccc1)NCc1ccccc1
    -3%, 2%, 2%
O=C(O)C1Sc2[nH]c(=O)sc2C2c3ccc(O)cc3OC(=O)C12 (stereo unspecified)
    1%, 0%, ?
CC(C)CCNC(=O)C(c1ccco1)N(Cc1ccccc1)C(=O)c1snc(C(N)=O)c1N (stereo unspecified)
    -17%, -6%, ?
CC(/C=N/N1CCN(c2ccc(C)cc2)CC1)=C\c1ccccc1
    7%, 0%, 6%
COc1ccc(CNC(=O)CSc2cc(=O)n(C)c3ccccc23)cc1
    ?, -2%, -2%
COc1ccc2[nH]c3c(c2c1)CCN1C(=O)C(CC(=O)NCCCN(C)C)C[C@H](C(=O)N2CCCCC2)[C@@]31C (stereo partly specified)
    -9%, -2%, 19%
COc1ccccc1CNC(=O)CCCCn1c(=O)c2ccccc2n(Cc2c(C)cc(C)cc2C)c1=O
    -16%, -10%, -3%
CC(C)COc1ccc(CNC(=S)NCc2ccccc2)cc1
    ?, -8%, ?
CC1(C)NC(=O)N(CC(=O)OCC(=O)c2ccc(Br)s2)C1=O
    11%, -10%, 3%
CC(C)OCCCNC(=O)c1ccccc1Oc1ccccc1
    ?, -4%, 0%
CCCCOC(=O)c1cccc(NC(=O)CCC(=O)O)c1
    4%, 0%, 1%
COc1cc(C(=O)OCC(=O)Nc2nnc(-c3ccccc3)o2)cc(OC)c1OC
    -18%, -17%, -5%

Part of the list above, as labelled records.
molecule: CC1(C(=O)NC2CCCCCCC2)CCC(=O)N1Cc1cccs1 (stereo unspecified)
  DT40 TDP1 CPT = -28%; GCN5L2 inh = -2%[0.501 µM]; FEN1 inhibitor = -16%

molecule: CC(C)N(C(=S)Nc1cccc(S(=O)(=O)N(C)C)c1)c1ccccc1
  DT40 TDP1 CPT = ?; GCN5L2 inh = -4%; FEN1 inhibitor = 5%

molecule: Cc1ccc(-n2ncc(C#N)c2/N=C/N2CCN(C)CC2)cc1
  DT40 TDP1 CPT = -21%; GCN5L2 inh = -14%; FEN1 inhibitor = -3%

molecule: CCOc1ccc(NC(=O)c2oc3ccccc3c2NC(=O)C(C)Oc2ccccc2)cc1 (stereo unspecified)
  DT40 TDP1 CPT = ?; GCN5L2 inh = -7%; FEN1 inhibitor = 1%

(further entries)
Value order – DT40 TDP1 CPT, GCN5L2 inh, FEN1 inhibitor
O=C(CN1CCCC1c1cccs1)N1CCN(S(=O)(=O)c2cccc(F)c2)CC1 (stereo unspecified)
    -28%, -2%, -16%
Cc1ccc(-n2cc(CNCCCN3CCCC3=O)c(-c3ccc(F)cc3)n2)cc1
    ?, 1%, 8%
CCOC(=O)[C@H]1[C@H]2COc3ccc(Br)cc3[C@@H]2N2C(=O)CN(Cc3ccc(OC)cc3)C(=O)[C@@]12C
    ?, -6%, -2%
NC(=O)c1ccccc1N/C=C/C(=O)c1ccc(F)cc1
    ?, -4%, 5%
COc1ccc([C@@H]2C[C@@H](c3ccccc3)Oc3cc(OC)cc(OC)c32)cc1
    ?, -1%, -8%
CN1C(=O)C(C)(C)c2cc(S(=O)(=O)N3CCCC(C(=O)NCc4ccc(Cl)cc4)C3)ccc21 (stereo unspecified)
    ?, -7%, -10%
CS(=O)(=O)Nc1nc2n(n1)C(c1ccccc1)C=C(c1ccc(Br)cc1)N2 (stereo unspecified)
    -23%, ?, 6%
O=C(NCc1ccccc1Cl)c1cccc(OC2CCN(C(=O)C3CC3)CC2)c1
    16µM*, 1%, -2%
COc1cc(C(=O)Nc2ccc(S(=O)(=O)N3CCc4ccccc43)cc2)cc(OC)c1OC
    ?, -5%, -7%
COc1ccc(CCN(C)C(=O)c2ccc3c(=O)n4c(nc3c2)CCCCC4)cc1OC
    -2%, 0%, -1%
C=CC(=O)N1C/C(=C/c2ccc(F)cc2)C(=O)/C(=C\c2ccc(F)cc2)C1
    0.82µM*, nt, -18%
CC(C)COC(=O)Cn1cnc2ccc(Br)cc2c1=O
    -7%, -15%, -12%
Cc1cccc(N2CCN(C(=O)c3ccc(NC4=NC5CS(=O)(=O)CC5S4)cc3)CC2C)c1 (stereo unspecified)
    ?, -2%, 18%
COC(=O)NNC(=O)COc1ccccc1C
    3%, 2%, 8%
Cc1ccc(Cl)cc1N1CCN(Cc2nc3ccsc3c(=O)[nH]2)CC1
    ?, 0%, -11%
O=C(COC(=O)c1ccccc1O)Nc1cc(S(=O)(=O)N2CCCCCC2)ccc1Cl
    -11%, -3%, 0%
CN(C)CCNC(=O)c1ccc(COCC(F)(F)F)cc1
    -10%, -5%, -14%
CCOc1ccc(N(CC(=O)N2CCN(c3ccc(F)cc3)CC2)S(=O)(=O)c2c(C)noc2C)cc1
    26µM*, -11%, 3%
COC(=O)c1ccc(C(=O)OC)c(NC(=O)C(C)(C)C)c1
    1%, -5%, 0%
COc1ccc(C(=O)N/C(=C\c2cn(S(=O)(=O)N(C)C)c3ccccc23)C(=O)NCCCn2ccnc2)cc1
    -7%&-12%, -6%&-5%, -21%&12%
CC1=C(C(=O)Nc2ccc(C)cc2C)C(c2ccccc2)n2ncc(C(=O)Nc3ccccc3)c2N1 (stereo unspecified)
    ?, -20%, -19%
O=C(Nc1ccc2c(c1)OCCO2)c1oc2ccccc2c1NC(=O)C1CC1
    ?, -10%, -16%
COc1ccc2c(CC(=O)N(C)CC3COc4ccccc4O3)coc2c1 (stereo unspecified)
    ?, -15%, -4%
Nc1c(-c2nc(-c3ccc(Cl)cc3)cs2)c2ccccn2c1C(=O)c1ccc2c(c1)OCO2
    -16%, -1%, -4%
NS(=O)(=O)c1cccc(NC(=O)CNC(=O)CC23CC4CC(CC(C4)C2)C3)c1
    -8%, -9%, -4%
CCOc1ccc(NC(=O)CSc2nncn2C)cc1
    1%, ?, 1%
CC(=O)N(C)c1ccc(N=Nc2c(C)[nH]n(-c3ccccc3)c2=O)cc1
    ?, 2%, 1%
COc1ccc(S(=O)(=O)NCc2cc(=O)n(C)c(=O)n2C)cc1F
    -16%, -3%, -2%
CCc1ccc2c(c1)C(c1ccc([N+](=O)[O-])cc1)=NNC(c1ccc(Br)cc1)=N2
    13µM*, 1%, 6%
CC(=O)Nc1cccc(-c2nnc(SCC(=O)n3c4c(c5ccccc53)CCCC4)n2C)c1
    -1%, -13%, -7%
COCc1cc(/C=N\NC(=O)COc2ccc(Cl)cc2)ccc1OC
    2%, -2%, 2%
C/C(=N\NC(=O)C(=O)Nc1cccc(Cl)c1C)c1ccncc1
    21µM*, 2%, -11%
CC(C)=CCC[C@](C)(OC1OC(COC2OCC(O)C(O)C2O)C(O)C(O)C1O)C1CC[C@]2(C)C1C(O)CC1[C@@]3(C)CCC(O[C@@H]4O[C@H](CO)C(O)C(O)C4O[C@@H]4OC(CO)C(O)C(O)C4O)C(C)(C)C3CC[C@]12C (stereo partly specified)
    25%, -5%, 15%
CC(=O)N1CCN(S(=O)(=O)c2cccc(C(=O)OCN3C(=O)c4ccccc4C3=O)c2)CC1
    -22%, -1%, 1%
Cc1cc2c(c(SCC(=O)Nc3ccc(C)c(C)c3)n1)C(=O)OC2
    4%, -5%, 5%
CCC(CC)NC(=O)Cc1ccccc1OC
    -1%, 2%, -3%
COc1ccc(NC(=O)C2=C(C)Nc3ncnn3C2c2sccc2C)cc1 (stereo unspecified)
    0%, -4%, 4%
COc1cc2ncnc(NCc3ccccc3C)c2cc1OC
    ?, 8%, 4%
Cc1ccc(-c2cc(=O)c3cc(F)ccc3[nH]2)cc1
    23µM*, -4%, -2%
Cc1nnc2ccc(-c3ccc(NS(=O)(=O)c4ccc(Cl)s4)cc3)nn12
    ?, 8%, -7%
O=C(O)CCc1ccc(-c2ccc(Cl)cc2)n1-c1cccc(C(F)(F)F)c1
    -2%, 2%, -3%
CCn1ncc(C(=O)Nc2cccc(Cl)c2)c1C
    15%, -1%, -3%
COC(=O)/C=C1/SC(=NC(=O)c2cccc([N+](=O)[O-])c2)NC1=O
    ?, -24%, 3%
CCOC(=O)c1sc(NC(=O)c2cccs2)nc1C
    -23%, 22%, -10%
Cc1sc2c(c1C)c(=O)n(-c1ccccc1)c1nncn21
    -20%, -2%, -5%
COc1ccc(CNC(=O)C2Cc3ccccc3CN2C(=O)c2ccco2)cc1 (stereo unspecified)
    -5%, -2%, -4%
Cc1cc(C)n(/N=C/c2c[nH]c3ccccc23)c(=O)c1
    -14%, -1%, 10%
CCOc1ccc(C(=O)Nc2cccc(NC(=O)c3cccs3)c2)cc1[N+](=O)[O-]
    ?, -8%, -19%
Cn1cc(S(=O)(=O)Nc2ccc(OC(F)(F)F)cc2)c(=O)n(C)c1=O
    5%, -8%, -4%
COCCN(C(=O)CNC(=O)c1ccco1)C(C(=O)NC1CCCC1)c1ccccc1F (stereo unspecified)
    17%, -2%, 15%
CCC(C)NC(=S)N1CCN(Cc2ccccc2)CC1 (stereo unspecified)
    -9%, -5%, 2%
Clc1ncccc1-c1nnn(-c2ccccc2Br)n1
    -25%, -6%, ?
COc1ccc(/C=C2/C(=O)N=C(N)N2C)cc1OC
    -3%, -15%, -16%
COc1ccc(C(=O)NCCS(=O)(=O)NCc2ccco2)cc1
    2%, -5%, 3%
CC1=NN(c2ccc(Br)cc2)C(=O)/C1=C/c1cccs1
    -22%, -11%, ?
CC(=O)NCCCc1ccc(C(=O)COC(=O)CNC(=O)c2ccc3ccccc3c2)cc1
    0%, nt, -1%
Fc1cccc(Nc2nc3ccccc3n3nnnc23)c1
    ?, -5%, 15%
C(=C\c1ccccc1)/C=N/Nc1nc2ccccc2[nH]1
    7.3µM*, -10%, -13%
Cc1ccc(CNS(=O)(=O)c2ccc3c(c2)CCN3C(=O)CCCC(=O)O)cc1
    2%, -11%, -9%
CN(C)c1ccc(CNc2nc(-c3ccccc3)nn2S(C)(=O)=O)cc1
    -11%, -5%, -7%

The list goes on:
Value order – DT40 TDP1 CPT, GCN5L2 inh, FEN1 inhibitor
Cc1cccc(NC(=O)C2CCCN(S(=O)(=O)c3cccc4nsnc34)C2)c1 (stereo unspecified)
    ?, -6%, -1%
O=C(c1cc(-c2ccc(Br)cc2)n[nH]1)N1CCN(S(=O)(=O)c2ccc(Br)cc2)CC1
    15µM*, -3%, -1%
CC(OC(=O)/C=C/c1cccc(C(F)(F)F)c1)C(=O)NC1CCCCC1C (stereo unspecified)
    12%, 0%, 3%
COc1ccc(NS(=O)(=O)c2cc(NC(=O)C3CCCCC3)ccc2N2CCOCC2)cc1
    ?, -5%, -3%
O=C1C2CC=C(Cl)CC2C(=O)N1CCN1CCOCC1 (stereo unspecified)
    0%, 0%, 6%
O=C(NNC(=O)c1oc2ccccc2c1-n1cccc1)c1ccco1
    17%, -3%, -13%
CCOC(=O)CSc1nc(N)c(C#N)c(-c2ccc(OC)cc2)c1C#N
    -8%, -3%, -1%
O=C(COc1ccccc1)Nc1cccc(-c2nn[nH]n2)c1
    5%, -5%, 11%
O=C(O)C1(c2ccccc2)CCN(S(=O)(=O)c2ccc(Cl)cc2)CC1
    11%, -4%, 1%
Cc1ccccc1C(=O)N1CCC(C(=O)OCC(=O)Nc2cccc([N+](=O)[O-])c2C)CC1
    3%, -2%, 2%
CN(C)CCNC(=O)c1ccccc1-c1cc2ccccc2c(=O)o1
    5%, -3%, 18%
CSCCC(NC(N)=O)C(=O)Nc1ccc2ccccc2c1 (stereo unspecified)
    3%, -5%, -13%
CCOC(=O)NC(=O)CSc1nnc(SCCC(=O)O)s1
    4%, 29%, -2%
CN1C(=O)/C(=C/c2ccccc2OCc2ccccc2)NC1=S
    -17%, -8%, -13%
